V1R ag counter – V1a receptor agonism, counter-screen for OXTR agonists | P37288 | CHO-V1R cells, Fluo-8 calcium fluorescence, agonist mode; 0% DMSO, 100% 3 nM vasopressin | activation, % at 3 µM | 320,000 tested, 0.25% active;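 active means activation above the mean activation of all tested compounds plus 3 SD, per screening run, cut at about 20% in these data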;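 further: signal is peak over basal fluorescence ratio across a 100 second FLIPR read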
TAAR1 antagonist – antagonists of human TAAR1 | Q96RJ0 | CHO RD-HGA16 TAAR1, Fluo-8 calcium fluorescence, antagonist | inhibition, % at 3 µM | 360,000 tested, 1.5% active | AID 624466;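 active means inhibition above a per-plate cutoff, the mean inhibition of test compounds on that plate plus 3 SD, cut at about 49% in these data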;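 further: 0% = DMSO plus EC80 beta-PEA response and 100% = DMSO alone without agonist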
Target sequence (Q96RJ0 whole entry, looked up): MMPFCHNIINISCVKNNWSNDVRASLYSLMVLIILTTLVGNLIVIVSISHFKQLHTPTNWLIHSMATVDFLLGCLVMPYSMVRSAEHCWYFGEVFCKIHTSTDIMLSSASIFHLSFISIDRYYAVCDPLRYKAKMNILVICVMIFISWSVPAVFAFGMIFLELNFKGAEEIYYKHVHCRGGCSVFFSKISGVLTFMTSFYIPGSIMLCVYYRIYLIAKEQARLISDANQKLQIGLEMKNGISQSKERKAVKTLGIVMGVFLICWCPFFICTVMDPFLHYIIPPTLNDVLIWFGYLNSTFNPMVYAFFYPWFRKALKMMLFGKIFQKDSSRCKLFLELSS
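System: CHO RD-HGA16 cells bearing hTAAR1. Reagent: EC80 β-phenethylamine stimulus. Schedule: seeding 17-24 h prior, 75-min 37 °C, 30-min RT dye loading. Signal: Fluo-8 intracellular calcium dye fluorescence, real-time kinetic reads. Read-out: % inhibition from peak post-agonist over basal fluorescence ratio. Benchmarks: vehicle wells and EC80 agonist wells. Replicates: n of 1.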
CHRM1 agonist – human M1 muscarinic receptor agonism; P11229; CHO-K1 hM1, Fluo-8 calcium fluorescence, agonist mode; 0% DMSO, 100% acetylcholine EC100; activation, % at 3 µM; 360,000 tested, 0.33% active; AID 588814;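 active means activation above the run's mean compound activation plus 3 SD, cut at about 16% in these data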;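 further: peak over basal fluorescence ratio within a 140 s kinetic read after compound addition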
Target sequence (P11229 whole entry, looked up): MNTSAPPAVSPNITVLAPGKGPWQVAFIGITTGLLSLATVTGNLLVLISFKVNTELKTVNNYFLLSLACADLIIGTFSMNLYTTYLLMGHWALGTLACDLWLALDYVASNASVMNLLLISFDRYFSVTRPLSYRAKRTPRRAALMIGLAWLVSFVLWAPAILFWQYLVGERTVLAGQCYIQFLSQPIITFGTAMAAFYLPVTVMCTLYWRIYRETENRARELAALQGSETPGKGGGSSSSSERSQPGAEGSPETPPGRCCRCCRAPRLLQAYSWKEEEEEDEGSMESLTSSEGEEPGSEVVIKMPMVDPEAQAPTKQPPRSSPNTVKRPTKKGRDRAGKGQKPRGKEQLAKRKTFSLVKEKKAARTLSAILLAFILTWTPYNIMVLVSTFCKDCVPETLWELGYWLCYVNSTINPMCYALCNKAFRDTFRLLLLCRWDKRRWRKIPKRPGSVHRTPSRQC
OXTR agonist – agonists of human oxytocin receptor; activation, % at 3 µM; CHO-OTR cells, Fluo-8 calcium fluorescence; normalized: DMSO 0%, oxytocin 100%; 320,000 tested, 0.32% active;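 active means activation above the mean of all tested compounds plus 3 SD, cutoff set per screening run, cut at about 20% in these data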;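 further: peak over basal fluorescence ratio from a 100 s FLIPR kinetic read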
OXTR potentiate – potentiators of human oxytocin receptor; CHO-OTR cells, Fluo-8 calcium fluorescence, potentiator mode; 0% = oxytocin EC15, 100% = EC100; activation, % at 3 µM; 320,000 tested, 0.061% active;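 active means activation above that plate's cutoff, the mean activation of tested compounds plus 3 SD, cut at about 6.6% in these data, passing the limit was not always enough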;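 further: 100% uses oxytocin at 75 nM as the full agonist control; some results filed as inactive read as strong as hits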
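Material: human OTR in CHO cells. Compound: 3.0 µM, one dose. Timing: compound 6 min at room temperature before oxytocin, 100 s read. Evaluation: % activation of max/min ratio relative to oxytocin controls. Replication: single well per compound, singlicate. Signal: Fluo-8 calcium dye fluorescence.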
TAAR1 ag – agonists of human TAAR1. Q96RJ0. CHO RD-HGA16 TAAR1, Fluo-8 calcium fluorescence; vehicle wells 0%, saturating PEA agonist 100%. activation, % at 3 µM. 360,000 tested, 0.99% active;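 active means activation above the mean activation of all test compounds in the run plus 3 SD, cut at about 38% in these data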
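Test system: RD-HGA16 (CHO) cells co-expressing Gα16 and hTAAR1 / Benchmarks: DMSO vehicle as 0%, PEA at EC100 as 100% / Repeats: no replicates (n 1) / Measure: % activation from peak over basal fluorescence ratio, DMSO-to-PEA scaled / Timing: 17-24 h plating, Fluo-8 75 min 37 °C, 30 min RT / Technique: kinetic Fluo-8 calcium fluorescence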
M1 PAM – human CHRM1 positive allosteric modulation; P11229; CHO-K1 hM1, Fluo-8 calcium fluorescence, ACh EC20; 0% = ACh EC20, 100% = maximal ACh; activation, % at 3 µM; 360,000 tested, 0.088% active; in the data active means activation above about 19%, passing the limit was not always enough
CHRM1 antagonist – human CHRM1 antagonism; inhibition, % at 3 µM; CHO-K1 hM1, Fluo-8 calcium fluorescence, ACh EC80 antagonist; AID 588852; 360,000 tested, 1.3% active; P11229;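 active means percent inhibition above its own plate's cutoff, namely the mean of that plate's compound wells plus 3 SD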;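 further: peak over basal fluorescence ratio during 140 s after agonist addition; 0% = ACh EC80 plus DMSO and 100% = DMSO alone without agonist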
CHO parental Ca – counter-screen for OX1R antagonists: effect in parental CHO cells. parental CHO-K1, ATP-induced calcium, Fluo-8 fluorescence. inhibition, % at 5.6 µM. 330,000 tested, 0.63% active;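 active means inhibition above that plate's mean sample inhibition plus 3 SD, cut at about 26% in these data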;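 further: 0% = ATP-challenged DMSO wells and 100% = DMSO wells without ATP; some compounds past the cut are filed as inactive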
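Assay system: untransfected parental CHO cell line. Also added: ATP agonist challenge. Dosing: one dose, 5.6 µM nominal. Measured by: Fluo-8 fluorescence. Read-out: % inhibition. Benchmarks: ATP wells versus no-ATP DMSO wells. Repeats: no replicates.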
* marks the source's active call; other numbers are inactive results; / = not tested or not shown.

Below each compound: V1R ag counter, TAAR1 antagonist, CHRM1 agonist, OXTR agonist, OXTR potentiate, TAAR1 ag, M1 PAM, CHRM1 antagonist, CHO parental Ca
CCOC(=O)C(Cc1ccc(NC(=O)/C(=C/c2ccc(OC(C)=O)cc2)NC(C)=O)cc1)N1C(=O)c2ccccc2C1=O (stereo not drawn)
→ 0.8, 49*, -2, -0.4, -21, 11, -7, 27*, 1
Cc1cccc(NC(=S)NNC(=O)c2csc(C)c2)c1
→ 0.3, -10, -7, -1.7, 2, 0, 17, -6, -10
CCN(CC)CCNC(=O)C(=O)Nc1cc2c3c(c1)CCC(=O)N3CCC2
→ 0.1, -2, -2, -0.1, -2, 1, -7, 23, -9
COc1ccc(C2(O)CN(c3ccc(C)cc3)C3=[N+]2CCCC3)cc1 (stereo not drawn)
→ 0.9, 5, -7, 0.0, -5, 5, -4, 9, -7
CCC(CC)C(=O)Nc1nnc(S(=O)(=O)N2CCCc3ccccc32)s1
→ -1.3, 10, -6, -1.3, -6, 2, -3, 2, -8
N#Cc1cccc(S(=O)(=O)N2CCN(c3ccnc4cc(Cl)ccc34)CC2)c1
→ 9.8, 45, -3, 4.5, -16, 3, -12, 24, 9
Cc1ccc(CNCC(O)(c2ccc(F)cc2)c2ccc(F)cc2)cc1
→ 0.5, 6, -6, 2.6, -5, 29, -12, 5, -36
CC(C)NC(=O)CSc1nnc(COc2ccccc2Cl)o1
→ 2.1, -2, -4, 0.0, -6, 14, 5, -10, -8
Cc1occc1-c1nnc(SCC(=O)c2ccc(Cl)cc2)n1CC1CCCO1 (stereo not drawn)
→ 0.3, 11, -5, -2.5, -5, -1, 3, 0, -22
CC1CC2(CCCCC2)Nc2ccc3ccccc3c21 (stereo not drawn)
→ -0.4, -17, 0, -1.1, -10, 3, 2, -1, -19
COc1cc(C2Nc3cc(Cl)c(S(N)(=O)=O)cc3S(=O)(=O)N2)cc(OC)c1OC (stereo not drawn)
→ -0.1, 9, 2, 0.3, -7, 5, 10, -10, 5
c1ccc(-c2cnc(CSc3nnc4ccccn34)o2)cc1
→ 0.4, -7, -3, 0.3, -9, 0, 9, -14, -2
O=C(COC(=O)c1cccc(S(=O)(=O)N2CCN(c3ccccc3)CC2)c1)NCc1ccco1
→ 2.1, 13, -2, 1.1, -13, 7, 2, -13, -3
Cc1ccccc1OCC(=O)OCC(=O)N1CCc2ccccc21
→ /, -5, 0, /, /, -1, 11, -10, /
COc1cccc(NC(=O)c2cccc(S(=O)(=O)N3CCN(Cc4ccccc4)CC3)c2)c1
→ 0.0, -1, -2, -0.1, -11, 1, 5, -8, -10
Cc1ccccc1C(=O)N1CCN(S(=O)(=O)c2ccccc2)CC1
→ 0.3, -18, -2, 0.2, -3, 1, 5, -5, -9
O=C(COC(=O)c1cccc([N+](=O)[O-])c1)NCc1cccs1
→ 1.9, 17, -4, -0.5, -18, 11, 5, -2, -11
O=C(Cc1ccc(F)cc1)NCCc1ccccc1
→ 0.4, -8, -5, -0.1, 3, 2, 5, -7, -17
CC(=O)c1ccc(-c2ccc(C(=O)NCC3CCCO3)o2)cc1 (stereo not drawn)
→ -0.1, -14, -1, 0.6, -2, 1, 0, -1, -7
Cn1ncc([N+](=O)[O-])c1C(=O)NCc1ccccc1
→ -0.4, -17, -7, -0.3, -5, 2, 7, -6, -10
COc1cc(-c2cc(C(=O)N(C)Cc3ccccc3)c3ccccc3n2)cc(OC)c1OC
→ -0.4, 47, -5, -2.3, 0, 5, -11, 22*, -25
CSC1=NC2(CCCCC2)CC12C=CC(=O)C=C2
→ 0.3, -11, -2, 0.3, 7, 4, 1, 4, -11
Cc1onc(-c2c(Cl)cccc2Cl)c1C(=O)c1c[nH]c(C(=O)NC2CC2)c1
→ 1.4, 20, -6, 0.6, -3, 4, -21, 11, -28
O=C(Nc1cccc(S(=O)(=O)N2CCOCC2)c1)c1cc([N+](=O)[O-])ccc1N1CCOCC1
→ -0.3, -20, -5, -0.8, -12, 3, 1, -6, -16
Cc1ccc(Cl)cc1NC(=O)CN1CCOCC1
→ 1.1, 6, -3, -0.2, 5, 5, 4, -3, -1
COc1ccc(S(=O)(=O)N(C)C[C@@H]2OCc3cnnn3CCCC(=O)N([C@H](C)CO)C[C@@H]2C)cc1
→ /, 5, -3, /, /, 2, -1, -2, /
O=C(CN1C(=O)NC2(CCCC2)C1=O)N1CCN(S(=O)(=O)c2cc(Cl)ccc2Cl)CC1
→ 1.1, -21, -3, -0.6, -6, 2, 8, -5, -14
COCCn1c(SCc2cnc(-c3ccccc3)s2)nnc1-c1ccncc1
→ 3.1, 5, 0, 0.9, -2, 4, -12, 0, -12
CN(C(=O)C(Cl)Cl)c1ccc(OC(=O)c2ccco2)cc1
→ 1.5, 3, 2, 0.8, -17, 0, 9, -21, -6
CC1(C)Cc2c(c(-c3ccccc3)[nH]c(=O)c2C#N)CS1
→ 0.0, 14, -3, 0.1, -18, 10, 1, -4, -2

Complete entries as entered above. Screens in order: V1R ag counter	TAAR1 antagonist	CHRM1 agonist	OXTR agonist	OXTR potentiate	TAAR1 ag	M1 PAM	CHRM1 antagonist	CHO parental Ca
Results for Cc1ccc(Cl)cc1NC(=O)CN1CCOCC1 : 1.1	6	-3	-0.2	5	5	4	-3	-1
Results for COc1cc(-c2cc(C(=O)N(C)Cc3ccccc3)c3ccccc3n2)cc(OC)c1OC : -0.4	47	-5	-2.3	0	5	-11	22*	-25

(listing goes on)
Below each compound: V1R ag counter, TAAR1 antagonist, CHRM1 agonist, OXTR agonist, OXTR potentiate, TAAR1 ag, M1 PAM, CHRM1 antagonist, CHO parental Ca
CC(C)C(=O)N1CCN(c2ccccc2NC(=S)NC(=O)c2ccco2)CC1
→ 0.8, 46, -1, 0.3, -5, 6, 7, 6, -15
O=[N+]([O-])c1ccc(N2CCOCC2)cc1NCCCO
→ -0.4, -3, -4, 0.1, -9, 10, 0, -2, -3
COc1cccc(Nc2ncnc3sc(C)cc23)c1
→ -1.8, -3, -6, -2.2, 3, 1, -7, 20, -15
c1ccc(C(=C2CCCO2)c2ccccc2)cc1
→ /, -8, -3, /, /, -2, 2, -13, /
C/C(=N\NC(=O)c1ccccc1O)C1CC1
→ 1.0, -17, 0, 1.0, -6, 2, 0, -2, 8
CCOc1cc(C(=S)N2CCOCC2)ccc1OC(=O)c1ccc(C)cc1
→ 1.6, -10, 0, -0.5, -11, 2, -3, 1, -14
Cc1cccc(C)c1NC(=O)CNC(=O)c1cccnc1
→ -0.7, -19, -2, 0.0, -2, 1, 3, -7, 1
COc1ccc(/C=C/C(=O)c2ccccc2)c(OC)c1
→ 0.4, 0, 2, -1.2, -16, 1, 3, -7, -11
CCCC(=O)N1CCCC(c2cc(C(=O)Nc3ccc4c(c3)OCO4)no2)C1 (stereo not drawn)
→ /, -1, -9, /, /, -1, 14, -21, /
CCOC(=O)C1CCc2c(ccc3ccccc23)N1CCC#N (stereo not drawn)
→ /, -34, -1, /, /, -1, 1, -3, /
c1ccc(-n2ncc3cccnc32)cc1
→ -1.2, -34, -5, -0.7, -4, 1, 4, -4, 5
Cc1ccc(CS(=O)(=O)CCC(=O)N2CCOCC2)cc1
→ 0.6, -6, -5, 0.4, -3, 11, 7, 0, -1
Cc1cc(=O)[nH]c(SC(C(=O)O)c2ccccc2)n1 (stereo not drawn)
→ 0.9, -2, -5, 0.2, -1, -1, 9, -2, -8
O=C(CSc1nc2ccccc2s1)NC1CCS(=O)(=O)C1 (stereo not drawn)
→ 0.6, 7, -6, 0.6, -4, 10, 0, -1, -7
Cc1ccc2nc(N/C(N)=N/S(=O)(=O)c3ccc([N+](=O)[O-])cc3)nc(C)c2c1
→ 0.3, 13, -8, -2.4, 2, -3, -3, 0, -13
COc1ccc(C2=CC(=O)C[C@H](c3ccc(OC)c(OC)c3)C2)cn1
→ 0.2, 1, -2, 0.8, -4, 4, -8, 14, -11
O=C(NNc1cccc(Cl)c1)c1cccnc1Cl
→ 0.9, 6, -4, -0.1, -9, 2, 4, -4, 3
O=c1o[nH]c(-c2ccccc2)c1C=Nc1ccc(Cl)cc1
→ 0.5, 7, -4, -0.4, 3, 3, 10, -7, 6
COc1ccc(-c2ccc3c(c2)[C@@H]2C[C@H](N(C)C(=O)Nc4ccccc4)[C@H]([C@H](C)O)C(=O)N2CC3)cc1
→ /, 0, -2, /, /, 3, 5, -5, /
O=C(CCc1nc2ccccc2c(=O)[nH]1)N1CCN(S(=O)(=O)c2ccc(Cl)c(C(F)(F)F)c2)CC1
→ -1.1, 62*, -3, -1.0, -1, 17, -1, -5, -3
COc1ccccc1NC(=O)Cc1noc(CSc2nnc(N)s2)n1
→ -0.4, 1, -2, -0.6, -16, 6, -1, -5, 8
S=C1NCCc2ccc(Cl)cc2C1c1ccccc1Cl (stereo not drawn)
→ -0.3, 9, -4, -1.0, -5, 3, 1, -19, -6
O=c1c2cc3c(nc2[nH]c(=S)n1-c1ccccc1)CCCC3
→ 0.1, -33, -4, 0.2, -7, 4, 1, 5, -12
CC1=C(C(=O)Nc2cccc([N+](=O)[O-])c2)C2(CCC(C)CC2)OC1=O (stereo not drawn)
→ 5.1, -13, -1, 2.9, -8, 4, 8, -1, -8
CN(CCOC(=O)/C=C/c1ccco1)Cc1ccccc1
→ -1.1, 10, -12, -0.7, -13, 5, 6, -5, -24

Screening results from PubChem.
